CHO-K1 Ca antag – M1 antagonist counterscreen hit in parental CHO-K1 cells. ATP-induced calcium, Fluo-8 fluorescence. 360,000 tested, 0.6% active. inhibition, % at 3 µM;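 active means inhibition above a per-plate cutoff, the plate's mean sample inhibition plus 3 SD, cut at about 24% in these data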;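 further: 0% = DMSO plus EC80 ATP and 100% = DMSO alone without ATP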
M1 ag – activates human CHRM1 receptor | activation, % at 3 µM | 360,000 tested, 0.33% active | AID 588814 | CHO-K1 hM1, Fluo-8 calcium fluorescence, agonist mode; 0% DMSO, 100% acetylcholine EC100 | P11229;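 active means activation above the run's mean compound activation plus 3 SD, cut at about 16% in these data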;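 further: peak over basal fluorescence ratio within a 140 s kinetic read after compound addition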
Target sequence (P11229 whole entry, looked up): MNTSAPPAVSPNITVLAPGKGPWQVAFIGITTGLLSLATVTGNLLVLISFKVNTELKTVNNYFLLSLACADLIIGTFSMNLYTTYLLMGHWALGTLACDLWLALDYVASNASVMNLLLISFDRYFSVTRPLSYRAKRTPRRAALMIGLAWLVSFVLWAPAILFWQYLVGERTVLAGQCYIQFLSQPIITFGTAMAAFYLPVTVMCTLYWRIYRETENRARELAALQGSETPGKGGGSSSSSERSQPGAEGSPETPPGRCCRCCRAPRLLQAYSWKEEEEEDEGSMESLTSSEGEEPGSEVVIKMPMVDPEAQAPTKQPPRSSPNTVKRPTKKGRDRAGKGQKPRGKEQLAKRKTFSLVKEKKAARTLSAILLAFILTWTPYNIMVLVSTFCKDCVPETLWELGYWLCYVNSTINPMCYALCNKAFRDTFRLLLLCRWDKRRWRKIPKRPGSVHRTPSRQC
OXTR potentiate – human OXTR potentiation; P30559; CHO-OTR cells, Fluo-8 calcium fluorescence, potentiator mode; 0% = oxytocin EC15, 100% = EC100; activation, % at 3 µM; 320,000 tested, 0.061% active; AID 2445;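 active means activation above that plate's cutoff, the mean activation of tested compounds plus 3 SD, cut at about 6.6% in these data, passing the limit was not always enough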;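 further: 100% uses oxytocin at 75 nM as the full agonist control; some results filed as inactive read as strong as hits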
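assay system = CHO-OTR cells, human receptor | schedule = compound 6 min at room temperature before oxytocin, 100 s read | detection = Fluo-8 intracellular calcium fluorescence, ex 470-495, em 515-575 nm | evaluation = normalized max/min fluorescence ratio, % activation | control set = EC15 oxytocin alone as 0%, 75 nM oxytocin (EC100) as 100%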
TAAR1 agonist – agonists of human TAAR1. activation, % at 3 µM. CHO RD-HGA16 TAAR1, Fluo-8 calcium fluorescence; vehicle wells 0%, saturating PEA agonist 100%. AID 624467. 360,000 tested, 0.99% active. Q96RJ0;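 active means activation above the mean activation of all test compounds in the run plus 3 SD, cut at about 38% in these data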
Target sequence (Q96RJ0 whole entry, looked up): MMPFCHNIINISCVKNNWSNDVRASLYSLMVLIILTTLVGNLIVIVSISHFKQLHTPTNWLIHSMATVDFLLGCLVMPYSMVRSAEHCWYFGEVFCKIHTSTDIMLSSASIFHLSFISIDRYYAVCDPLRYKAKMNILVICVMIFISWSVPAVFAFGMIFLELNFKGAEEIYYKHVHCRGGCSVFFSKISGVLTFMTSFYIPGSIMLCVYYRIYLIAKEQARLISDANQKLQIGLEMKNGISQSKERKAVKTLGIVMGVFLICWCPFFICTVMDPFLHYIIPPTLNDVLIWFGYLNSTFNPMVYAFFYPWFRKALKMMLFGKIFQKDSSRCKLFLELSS
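Test system: RD-HGA16 (CHO) cells co-expressing Gα16 and hTAAR1 / Benchmarks: DMSO vehicle as 0%, PEA at EC100 as 100% / Repeats: no replicates (n 1) / Measure: % activation from peak over basal fluorescence ratio, DMSO-to-PEA scaled / Timing: 17-24 h plating, Fluo-8 75 min 37 °C, 30 min RT / Technique: kinetic Fluo-8 calcium fluorescence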
CHRM1 antagonist – blocks human M1 muscarinic receptor; P11229; CHO-K1 hM1, Fluo-8 calcium fluorescence, ACh EC80 antagonist; inhibition, % at 3 µM; 360,000 tested, 1.3% active; AID 588852;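 active means percent inhibition above its own plate's cutoff, namely the mean of that plate's compound wells plus 3 SD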;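 further: peak over basal fluorescence ratio during 140 s after agonist addition; 0% = ACh EC80 plus DMSO and 100% = DMSO alone without agonist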
TAAR1 antag – antagonists of human TAAR1 | CHO RD-HGA16 TAAR1, Fluo-8 calcium fluorescence, antagonist | inhibition, % at 3 µM | 360,000 tested, 1.5% active | AID 624466;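 active means inhibition above a per-plate cutoff, the mean inhibition of test compounds on that plate plus 3 SD, cut at about 49% in these data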;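 further: 0% = DMSO plus EC80 beta-PEA response and 100% = DMSO alone without agonist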
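Test system: hTAAR1-expressing CHO RD-HGA16 cells, Gα16-coupled; Probe or stimulus: EC80 β-phenethylamine stimulus; Compound dosing: single nominal final test compound concentration of 3 µM; Timing: 140 s kinetic read after compound, 140 s after agonist; Signal: Fluo-8 calcium-sensitive fluorescence; Measure: % inhibition of agonist calcium response; Controls: DMSO and EC80 PEA controls.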
M1 ag parental – nonselective activator or artifact in parental CHO-K1 cells; Fluo-8 calcium fluorescence; scaled to maximal ATP response, vehicle zero; activation, % at 3 µM; 360,000 tested, 0.48% active; AID 602248; in the data active means activation above about 15%;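 further: untransfected CHO-K1 host cells lacking M1 receptor as counterscreen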
CHO parental Ca – counter-screen: ATP calcium response change in parental CHO cells. parental CHO-K1, ATP-induced calcium, Fluo-8 fluorescence. inhibition, % at 5.6 µM. 330,000 tested, 0.63% active. AID 463079;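 active means inhibition above that plate's mean sample inhibition plus 3 SD, cut at about 26% in these data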;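 further: 0% = ATP-challenged DMSO wells and 100% = DMSO wells without ATP; some compounds past the cut are filed as inactive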
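Assay system: untransfected parental CHO cell line. Also added: ATP agonist challenge. Dosing: one dose, 5.6 µM nominal. Measured by: Fluo-8 fluorescence. Read-out: % inhibition. Benchmarks: ATP wells versus no-ATP DMSO wells. Repeats: no replicates.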
M1 PAM parental – nonselective activator or artifact in parental CHO-K1 calcium assay; ATP EC20, Fluo-8 calcium fluorescence; 0% at ATP EC20, 100% at ATP max; activation, % at 3 µM; 360,000 tested, 0.02% active; AID 602247;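 active means activation above the run cutoff, the mean activation of all test compounds plus 3 SD, cut at about 40% in these data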;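 further: peak over basal fluorescence ratio in a 140 s read after ATP addition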
An asterisk follows results filed as active; · = not tested or not shown.

SMILES | CHO-K1 Ca antag | M1 ag | OXTR potentiate | TAAR1 agonist | CHRM1 antagonist | TAAR1 antag | M1 ag parental | CHO parental Ca | M1 PAM parental
CN1C(=O)CCC1(O)c1ccccc1 (configuration not stated) | 4 | -3 | -2 | 3 | -9 | 18 | 0.1 | -12 | 13
CC(C)C(c1nnnn1Cc1cccs1)N1CCN(c2ccccc2)CC1 (configuration not stated) | -14 | -5 | -16 | 17 | 0 | 6 | 0.4 | -8 | 17
O=C(Oc1ccc(=O)n(-c2ccccc2)n1)c1ccccc1 | -11 | -2 | -6 | 1 | -16 | 14 | 0.1 | -17 | 17
CCC(=O)N1CCc2cc(S(=O)(=O)CCC(=O)Nc3ccc(C)c(F)c3)ccc21 | 17 | -4 | -3 | 2 | 6 | -4 | 0.4 | -9 | -9
CC(C)c1ccc(/C=N/NC(=O)CCNC(=O)c2ccccc2)cc1 | -8 | -2 | -5 | 1 | -5 | 17 | 0.8 | -15 | -3
O=C(OCc1nc2ccccc2s1)c1ccco1 | -14 | -4 | 2 | 0 | -24 | -29 | 2.2 | -7 | 18
COc1cc(NC(=S)Nc2ccccn2)cc(OC)c1OC | -6 | -6 | -2 | -1 | -2 | -9 | 0.1 | -16 | 11
C/C(N)=C(/C#N)C(=O)COC(=O)C1CCN(C(=O)c2ccc(Cl)cc2)CC1 | -9 | -4 | -4 | 0 | -10 | -4 | 2.5 | -23 | 6
Cc1cc(C)n(-c2nc3ccccc3n3cnnc23)n1 | -5 | 1 | -1 | 2 | -10 | -7 | 0.7 | -4 | 14
COc1ccc(S(=O)(=O)N2CCOC2CNC(=O)C(=O)NCc2ccccn2)cc1OC (configuration not stated) | 1 | 4 | · | 1 | -11 | -18 | 0.9 | · | 11
O=S1(=O)CCN(Cc2ccccn2)CC1 | -3 | -4 | -9 | 0 | 2 | -6 | 1.4 | -1 | -8
Cc1sc2c(c1C)C(=O)/C(=C\Nc1ccccn1)S(=O)(=O)N2C | -1 | -4 | 1 | 8 | -8 | -18 | 0.2 | 0 | 1
O=S(=O)(NCC1CCCN(Cc2ccccc2O)C1)c1cccc2cccnc12 (configuration not stated) | -18 | -7 | -8 | 2 | 4 | -8 | 0.2 | -16 | 5
COc1ccc(CCNC(=O)CNS(=O)(=O)c2ccc(N(C)C)c([N+](=O)[O-])c2)cc1OC | -2 | -5 | -3 | 4 | -16 | -13 | 0.5 | -21 | 5
Cc1cccc(CSc2nc3nc(C)cc(C)n3n2)c1 | 0 | 1 | -2 | -1 | -7 | -7 | 1.0 | 0 | 10
COCCN(Cc1cccs1)S(=O)(=O)c1csc(C(N)=O)c1 | -5 | -1 | -9 | 4 | -4 | -15 | 0.0 | -5 | 9
Cn1nnnc1SCc1nnc(-c2ccccc2Br)o1 | -15 | -4 | -1 | 16 | -15 | 0 | 0.4 | 2 | 14
O=C(C[n+]1cc(-c2ccc(F)cc2)n2c1CCC2)c1cccs1 | -11 | -7 | -10 | 3 | 6 | 7 | 1.9 | 2 | 15
COc1cccc(-c2cc3nc(NCc4ccccc4OC)n(C)c(=O)c3s2)c1 | -6 | -3 | · | 0 | -4 | 17 | 0.5 | · | 16
NNC(=O)CSc1nnnn1-c1ccccc1 | -4 | 0 | -6 | -3 | 6 | -8 | 0.6 | -6 | 0
COc1ccc(-c2nc(CS(=O)(=O)CC(=O)Nc3cccc(C(C)=O)c3)c(C)o2)cc1 | -6 | -2 | -9 | 5 | 5 | -8 | 2.2 | -12 | -6
O=S1(=O)CC(O)C(NCc2ccco2)C1 (configuration not stated) | -3 | -2 | -4 | 8 | -8 | 3 | 0.2 | 1 | 16
Cn1c(=O)c2sccc2n(Cc2ccc(Br)cc2)c1=O | -1 | 3 | -8 | 7 | -12 | -14 | 1.0 | 1 | 0
CCn1c(=O)n(CC)c2cc(N3CCCC3)c(NC(=O)c3ccccc3OC)cc21 | -11 | -6 | -5 | -5 | 9 | 18 | 0.2 | -31 | 4
COc1cccc(NC(=O)Nc2ccccc2SC)c1 | 0 | -7 | -11 | 0 | -15 | 5 | 0.5 | -2 | 0
Cc1ccc(-c2cnc(NC(=O)CCC(=O)N(C)Cc3ccccc3)n2C)cc1 | -2 | -3 | -6 | -3 | -10 | -3 | 4.6 | -16 | 20
COc1ccc(NS(=O)(=O)c2ccc(Oc3cccc(C(=O)O)c3)cc2)cc1 | 7 | -6 | -1 | -1 | 5 | 9 | -0.1 | -14 | -6
O=C(COC(=O)c1cccnc1SC(F)F)NC1CC1 | -11 | 0 | 2 | 1 | -6 | -11 | 0.3 | -8 | 17
CCCCn1nc(NC(=O)c2cccs2)c2cc3cc(OC)ccc3nc21 | 2 | -1 | -9 | 5 | 21 | 45 | 2.1 | -11 | 7
S=C(NCC1CCCO1)Nc1cccc(Cl)c1 (configuration not stated) | -21 | -5 | 0 | 2 | -10 | -15 | 1.9 | -10 | 9
CNc1ncnc2c1ncn2[C@H]1CN(Cc2ccc(F)cc2)C[C@@H](CO)O1 | 12 | 3 | · | 1 | -3 | 4 | 0.1 | · | -6
CC1CN(Cc2c(O)ccc3c(=O)c(-c4ccccc4)coc23)CC(C)O1 (configuration not stated) | 8 | -9 | 2 | 6 | -9 | 15 | -0.5 | -13 | 6
CC(Oc1ccc2ccc(=O)oc2c1)C(=O)NCCN1CCOCC1 (configuration not stated) | 2 | 2 | 4 | 1 | -5 | -10 | 0.3 | 2 | 8
CC(C)(O)C(=O)NNC(=S)NCc1ccco1 | -10 | -4 | -2 | 4 | 7 | 2 | 0.5 | -4 | 13
CCN(CC(=O)NC(C)(C)C)C(=O)CCl | 0 | -3 | -3 | 4 | 3 | -6 | 0.3 | 12 | -3
Cc1c(N2C(=O)/C(=C/c3cccc4ccccc34)SC2=S)c(=O)n(-c2ccccc2)n1C | -7 | -9 | -4 | 7 | -7 | -4 | 0.9 | -13 | 16

In a second layout: 7 of the compounds above.
molecule,CHO-K1 Ca antag,M1 ag,OXTR potentiate,TAAR1 agonist,CHRM1 antagonist,TAAR1 antag,M1 ag parental,CHO parental Ca,M1 PAM parental
Cc1ccc(-c2cnc(NC(=O)CCC(=O)N(C)Cc3ccccc3)n2C)cc1,-2,-3,-6,-3,-10,-3,4.6,-16,20
COc1ccc(NS(=O)(=O)c2ccc(Oc3cccc(C(=O)O)c3)cc2)cc1,7,-6,-1,-1,5,9,-0.1,-14,-6
O=C(COC(=O)c1cccnc1SC(F)F)NC1CC1,-11,0,2,1,-6,-11,0.3,-8,17
CCCCn1nc(NC(=O)c2cccs2)c2cc3cc(OC)ccc3nc21,2,-1,-9,5,21,45,2.1,-11,7
S=C(NCC1CCCO1)Nc1cccc(Cl)c1 (configuration not stated),-21,-5,0,2,-10,-15,1.9,-10,9
CNc1ncnc2c1ncn2[C@H]1CN(Cc2ccc(F)cc2)C[C@@H](CO)O1,12,3,·,1,-3,4,0.1,·,-6
CC1CN(Cc2c(O)ccc3c(=O)c(-c4ccccc4)coc23)CC(C)O1 (configuration not stated),8,-9,2,6,-9,15,-0.5,-13,6

Further entries:
SMILES | CHO-K1 Ca antag | M1 ag | OXTR potentiate | TAAR1 agonist | CHRM1 antagonist | TAAR1 antag | M1 ag parental | CHO parental Ca | M1 PAM parental
COC(=O)C1=C(C)N(C)C(C)=C(C(=O)OC)C1c1ccncc1 | -14 | -6 | -8 | 3 | -21 | 8 | -0.3 | -22 | 17
Cc1ccc(S(=O)(=O)NCCC(=O)OCC(=O)N(Cc2ccccc2)C(C)(C)C)cc1 | -10 | -2 | -11 | 0 | -14 | 2 | 0.4 | -25 | -1
Clc1ccc(-n2cc(-c3ccc(Br)cc3)[n+]3c2CCCCC3)cc1 | -6 | -8 | -10 | 11 | 26 | -5 | 0.4 | -8 | -1
COc1ccc(NC(=O)Cc2nnc(SCC(=O)Nc3nccs3)n2C)cc1 | -13 | 3 | -4 | 0 | -24 | -4 | 0.7 | -8 | 23
CCOc1ccc(C2CC(c3ccc(OC)cc3)n3ncnc3N2)cc1 (configuration not stated) | 18 | -2 | -2 | 3 | 14 | -2 | 0.2 | -11 | -7
COc1cc(NC(=O)C2CCN(c3cnccn3)CC2)cc(OC)c1 | -16 | -2 | 0 | -1 | -1 | 10 | 3.0 | -10 | -9
CCOc1cc(/C=C2\C(=O)N(c3cccc(C(F)(F)F)c3)C(=O)c3ccccc32)ccc1O | 0 | -5 | -3 | 0 | -3 | -8 | 0.3 | -11 | 6
CC(=O)Nc1ccc(N)cc1 | -24 | -3 | 0 | 3 | -15 | -8 | 1.5 | -9 | 26
COc1cc(OC)c(-c2noc(C(=O)OC(C)(C)C)c2C(=O)OC(C)(C)C)c(OC)c1 | -20 | 0 | -6 | 0 | -15 | -10 | 0.2 | -10 | 26
COc1cc(/C=C/C(=O)C2C(=O)C=C(C)OC2=O)cc(OC)c1O (configuration not stated) | -12 | -3 | -6 | 1 | -7 | -5 | 1.4 | -2 | 17
CC(/C=N/NC(=O)C(O)c1ccccc1)=C\c1ccccc1 (configuration not stated) | -17 | 1 | -6 | 11 | -29 | 10 | 0.3 | -3 | 10
COc1cccc(/C=C/c2n[nH]c(=O)c(C#N)c2C)c1 | -2 | -7 | -7 | 4 | 4 | -12 | -0.6 | -14 | -8
